FBW7 activator = FBW7 E3 ligase activators, primary screen, biochemical, AlphaScreen, human; AlphaScreen FBW7–phospho-cyclin E peptide binding, activator screen; F-box/WD repeat-containing protein 7 (Homo sapiens), Q969H0; actives 0.13% (n = 650,000); normalized activity (activation), % at 26.1 µM; AID 1259310, 2017; in the data active = normalized activity above about 1.9%;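 also: purified mutant Fbw7 with reduced substrate affinity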
MITF primary = MITF inhibitors, primary screen, biochemical, AlphaScreen, human | inhibition, % at 2.6 µM | actives 0.91% (n = 650,000) | AlphaScreen MITF homodimerization, bead proximity signal; in the data active = inhibition above about 50%;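 also: 0% = vehicle wells with protein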
Target sequence (O75030 whole entry, looked up): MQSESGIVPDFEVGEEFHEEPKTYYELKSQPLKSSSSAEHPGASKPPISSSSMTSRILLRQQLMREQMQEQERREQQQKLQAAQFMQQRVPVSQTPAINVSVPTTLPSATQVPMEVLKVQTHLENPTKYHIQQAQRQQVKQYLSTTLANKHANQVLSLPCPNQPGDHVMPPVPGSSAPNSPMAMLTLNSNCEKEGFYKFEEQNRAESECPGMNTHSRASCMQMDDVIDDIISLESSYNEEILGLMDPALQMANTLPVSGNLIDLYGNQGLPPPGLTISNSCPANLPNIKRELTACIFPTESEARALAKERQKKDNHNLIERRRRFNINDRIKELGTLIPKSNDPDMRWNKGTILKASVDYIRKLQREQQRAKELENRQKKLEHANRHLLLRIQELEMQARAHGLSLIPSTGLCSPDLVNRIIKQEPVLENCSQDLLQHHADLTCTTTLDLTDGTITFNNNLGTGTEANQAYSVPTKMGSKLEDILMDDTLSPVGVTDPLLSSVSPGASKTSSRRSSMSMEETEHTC
GPR151 ag = activators of human GPR151, primary screen, cell-based, PathHunter beta-arrestin, luminescence | G-protein coupled receptor 151 (Homo sapiens), Q8TDV0 | activation, % at 11.2 µM | actives 1% (n = 650,000) | PathHunter beta-arrestin GPR151 cells | AID 1508602, 2020; in the data active = activation above about 4.9%;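 also: 0% = median of compound wells and 100% = cells with positive control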
Target sequence (Q8TDV0 whole entry, looked up): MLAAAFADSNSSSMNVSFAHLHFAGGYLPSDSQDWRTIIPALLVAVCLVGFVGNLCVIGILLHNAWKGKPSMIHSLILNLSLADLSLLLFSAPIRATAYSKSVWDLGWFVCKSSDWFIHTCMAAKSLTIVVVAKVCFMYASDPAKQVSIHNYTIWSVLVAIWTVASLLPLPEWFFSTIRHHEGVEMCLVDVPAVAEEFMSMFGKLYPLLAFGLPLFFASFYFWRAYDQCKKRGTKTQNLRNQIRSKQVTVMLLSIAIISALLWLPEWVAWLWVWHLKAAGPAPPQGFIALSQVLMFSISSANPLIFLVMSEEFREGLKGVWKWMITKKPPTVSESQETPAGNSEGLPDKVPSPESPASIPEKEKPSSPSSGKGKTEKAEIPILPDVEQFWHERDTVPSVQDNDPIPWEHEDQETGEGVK
TEAD-YAP block = TEAD-YAP interaction inhibition, primary screen, TEAD-YAP interaction inhibitor project, luminescence, HEK-TIYL cells; TEAD-Gal4/YAP UAS-luciferase luminescence; inhibition, % at 9.12 µM; actives 1.4% (n = 640,000); in the data active = inhibition above about 32%;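 also: 0% = median of test compound wells and 100% = reference inhibitor wells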
* = called active by the depositor.

SMILES	FBW7 activator	MITF primary	GPR151 ag	TEAD-YAP block
CCSc1nnc2c(n1)OC(c1ccc(OC)c(O)c1)Nc1ccc(Br)cc1-2 (centres undefined)	0.1	7	-1.0	-10
COc1ccc2c(c1)COC1(CCN(C(=O)NCc3cccc(F)c3)CC1)O2	0.2	-1	0.6	5
CN(C)CCOc1ccccc1C(C)(C)C	0.1	43	1.5	11
Cc1nnc(NC(=O)Nc2cccc(Cl)c2)s1	-0.1	4	-0.4	-30
O=C(N/N=C/c1ccc2cccnc2c1)c1ccncc1	0.1	15	-0.2	-8
Cn1c(=O)cc(OCCCC(=O)Nc2cccc(C#N)c2)c2ccccc21	-0.5	-2	-0.6	5
COC(=O)c1cn(C(=O)OC)c2ccccc12	-0.1	-2	-2.4	1
Cc1nn(C(=O)c2cccnc2)c(C)c1C	-0.2	3	-1.2	0
CCOC(=O)c1c(NC(=O)COc2ccc(Cl)cc2)sc2c1CC(C)CC2 (centres undefined)	-0.2	1	-0.5	-11
COc1ccc(NC(=O)c2ccc(N(Cc3ccc(Cl)cc3)S(C)(=O)=O)cc2)cc1OC	0.0	16	0.4	16
Cc1ccc2nsnc2c1NC(=O)c1ccccc1[N+](=O)[O-]	0.0	-4	1.3	-4
Cc1cccc(N2CCN(C(=O)c3cnccn3)CC2)c1C	-0.3	-3	0.5	7
CCn1c(SCc2cccc(OC)c2)nnc1-c1cccnc1	0.1	-5	1.3	7
O=C(NCCNCc1ccco1)c1ccccc1	0.5	29	1.2	0
NC(=O)c1ccc2c3c(cccc13)CC2	-0.2	-9	0.1	-6
CSc1ccc(-c2nc(-c3ccccc3)c(-c3ccc(C(=O)c4ccccc4)cc3)[nH]2)cc1	0.1	16	-0.5	10
CCOC(=O)COc1cc(OCC(=O)OCC)c2c(=O)cc(-c3ccccc3)oc2c1	0.0	-5	-0.2	-2
O=C(O)c1ccc(NS(=O)(=O)c2cc(C(=O)O)ccc2Br)cc1	0.0	-8	5.6*	-2
Cn1ccnc1CC(O)(c1ccccc1)c1ccccc1	-0.1	0	-0.2	4
CCCOc1ccc(/C=N/NC(=O)OC(C)(C)C)c(O)c1	0.1	-9	-0.8	-44
CCCCN1CCCC1=Nc1ccc(Br)cc1C#N	0.1	8	1.8	0
Cc1nc(CN2C(=O)C(F)(F)Oc3ccc(F)cc32)cs1	0.1	13	1.1	-2
Cc1ccsc1C(=O)N1CCC(C(Cc2ccc(F)cc2)N(C)C(=O)CN(C)C)CC1 (centres undefined)	0.2	-2	0.4	-9
COc1ccc(-c2nc(CNS(=O)(=O)c3ccc(OC)cc3)cs2)cc1	-0.4	-6	0.2	-2
CC(=O)N1CCN(c2cccc3c2C(=O)N(Cc2cnn(C)c2C)C3=O)CC1	0.0	23	2.7	5

Look-ups from the list.
Result for CCOC(=O)c1c(NC(=O)COc2ccc(Cl)cc2)sc2c1CC(C)CC2 (centres undefined) under TEAD-YAP block: -11
Result for CCCCN1CCCC1=Nc1ccc(Br)cc1C#N under GPR151 ag: 1.8

Remaining list, next part.
SMILES	FBW7 activator	MITF primary	GPR151 ag	TEAD-YAP block
CN1C(N)=NC(=O)/C1=C/c1ccc(Cl)cc1Cl	0.0	22	0.3	2
O=C(NCCO)C(=O)NCc1ccccc1Cl	0.0	10	-0.8	-6
CCCCCOC(=O)C1=C(C)Nc2ccccc2S1	0.0	12	1.5	1
COc1ccc(CCN2CCC(N(Cc3cccnc3)S(C)(=O)=O)CC2)cc1	0.5	4	-1.3	-3
CN(C)c1ccc(/C=C(/C#N)C(=O)Nc2cccc(Br)c2)cc1	-0.1	4	3.1	1
O=C(NCc1ccccc1)c1cnc(Nc2ccc(-n3ccnc3)cc2)s1	-0.2	-7	0.1	3
CC(C)(C)C(=O)Nc1cccc(NC(=O)c2ccc(C(C)(C)C)cc2)c1	-0.1	-14	1.0	-16
O=c1c(-c2nc3ccccc3s2)coc2cc(OCc3ccc([N+](=O)[O-])cc3)ccc12	0.2	3	-1.2	5
Cc1[nH]c2ccccc2c1C(Nc1nccs1)c1ccccn1 (centres undefined)	0.2	-12	0.8	-1
Cc1nccn1S(=O)(=O)c1c(C(C)C)cc(C(C)C)cc1C(C)C	0.0	-7	-1.7	1
CCN1CCN(C(=O)c2sc3nc(C)nc(N4CCN(c5ccccn5)CC4)c3c2C)CC1	-0.1	7	-0.9	-1
O=C(NCC1CCCO1)C(=O)Nc1cccc(Cl)c1 (centres undefined)	-0.1	-6	-3.8	-51
C=CCN1C(=O)/C(=C\c2cc(I)c(OCc3ccccc3)c(OC)c2)SC1=Nc1ccccc1	-0.2	-11	-2.1	-4
CC(=O)CSc1nc2ccc(NC(=O)c3ccccc3)cc2s1	0.0	-1	-1.4	-38
Cc1cccc(/C=N/NC(=O)CNc2cccc3ccccc23)c1O	0.0	14	0.8	9
O=C(CSc1nnc2n1CCN2c1ccccc1)NCc1ccco1	0.2	16	-1.5	-3
Cc1cccc(NC(=O)c2ccc(C)c(S(=O)(=O)N3CCCC3)c2)c1	0.2	13	-2.5	-32
Cc1ccc(C)c(NC(=O)C(c2ccccc2)N2CCOCC2)c1 (centres undefined)	0.8	29	-1.3	12
CSc1sc(C)cc1C1C(C(=O)Nc2cc(C(F)(F)F)ccc2Cl)=C(C)NC2=C1C(=O)CCC2 (centres undefined)	-0.1	18	3.5	9
CC(C)Cc1nnc(NC(=O)c2ccccc2O)s1	0.0	-9	-0.4	-50
CN(CC(=O)NC1(C#N)CCCC1)c1ccccc1	-0.2	-7	0.4	-6
COc1cccc(N2C[C@@H]3C[C@@H](c4cc5c(cc4Cl)OCO5)N4CCC[C@@]34C2=O)c1	0.1	17	-1.6	3
Oc1cccc2ccc(/C=C/c3cccc(OCc4ccccc4)c3)nc12	-0.2	17	-1.6	3
COC(=O)c1ccc(COc2ncnc3sccc23)cc1	0.1	3	2.2	-6
Cc1ccc(C(=O)On2c(-c3ccc(C(C)(C)C)cc3)nc3ccccc3c2=O)cc1C	0.0	2	0.8	14
Further records:
SMILES	FBW7 activator	MITF primary	GPR151 ag	TEAD-YAP block
COc1ccc(-c2ccc(SCC(=O)N(C)C)nn2)cc1OC	-0.3	-8	1.0	-6
CCCNS(=O)(=O)c1ccc(NC(=O)/C=C/c2ccco2)cc1	-0.1	1	-2.0	6
CCOC(=O)c1[nH]ncc1CN1CCCC(N(C)CCc2ccccc2)C1 (centres undefined)	0.0	-12	0.1	-7
CC(Cc1ccc(F)cc1)N1CCN(c2ncccn2)CC1 (centres undefined)	0.0	5	0.3	7
Cc1ccc(/C=C(\C#N)c2nc(-c3cc4ccccc4oc3=O)cs2)cc1	0.1	13	-0.4	25
O=C1N=c2ccccc2=C1c1sc(=S)n(CCS(=O)(=O)O)c1O	-0.6	3	3.8	1
COc1ccc(OC)c(/C=C2\SC(c3ccccc3)=NC2=O)c1	-0.2	-4	0.0	2
CC(=O)c1cccc(-n2nnnc2S(C)(=O)=O)c1	0.3	-14	-0.5	13
CCOC(=O)C1=C(C)N=c2s/c(=C\c3cn(Cc4ccccc4)c4ccccc34)c(=O)n2C1c1ccccc1OC(C)C (centres undefined)	0.3	-1	1.3	-7
Cc1ccc(S(=O)(=O)NCCCNc2ccc([N+](=O)[O-])cc2Cl)cc1	-0.2	-2	0.3	10
CC(=O)C1=C(O)C(=O)NC1c1ccc(Br)cc1 (centres undefined)	-0.1	10	2.1	10
Cc1nn(C)c(C)c1-c1ccc(C(N)=O)s1	0.1	13	-2.5	-6
CC1(C)CC(=O)C(C=Nc2ccccc2C(F)(F)F)=C(O)C1	0.0	12	1.2	5
CC(=O)Nc1ccc(S(=O)(=O)Nc2cccnc2)cc1	-0.1	2	1.0	-9
Cc1cc(Nc2ccccc2)nc(Nc2ncccn2)n1	-0.1	13	-1.4	-28
CCOc1ccc(-c2nc3cc(OC)c(OC)cc3c(=O)o2)cc1	-0.1	-1	1.4	-9
N/C(=N\OC(=O)c1ccc(Cl)cc1Cl)c1cccc([N+](=O)[O-])c1	-0.3	2	2.9	-11
CCOc1ccccc1NC(=O)Cn1cnc2sc(C)cc2c1=O	-0.1	-4	-1.6	-8
O=C(CN1C=NS(=O)(=O)c2ccccc21)c1ccc(F)cc1	-0.1	-7	0.1	-3
CCc1nc(SCC(=O)OC)c2c(=O)n(C)c(=O)n(C)c2n1	0.0	12	-0.2	5
Nc1nc(NCc2cccc(C(F)(F)F)c2)cc(N2CCC(N3CCOCC3)CC2)n1	-0.3	-5	-2.1	3
CCCCOc1ccc(CN2CCC(O)CC2)cc1	0.6	34	-0.3	-40
COc1cc(C(=O)O)ccc1OCC(C)C	0.1	10	2.0	10
N#Cc1c(NC(=O)c2ccc([N+](=O)[O-])s2)sc2c1CCCC2	-0.1	-2	-1.5	-21
CC1CN(C(=S)NCc2ccco2)CC(C)O1 (centres undefined)	-0.1	11	-0.4	4

Sorted by number of heavy atoms (lowest first): some entries from above
SMILES	FBW7 activator	MITF primary	GPR151 ag	TEAD-YAP block
CC1CN(C(=S)NCc2ccco2)CC(C)O1 (centres undefined)	-0.1	11	-0.4	4
CCc1nc(SCC(=O)OC)c2c(=O)n(C)c(=O)n(C)c2n1	0.0	12	-0.2	5
COc1ccc(OC)c(/C=C2\SC(c3ccccc3)=NC2=O)c1	-0.2	-4	0.0	2
CCOc1ccc(-c2nc3cc(OC)c(OC)cc3c(=O)o2)cc1	-0.1	-1	1.4	-9
CCOC(=O)c1[nH]ncc1CN1CCCC(N(C)CCc2ccccc2)C1 (centres undefined)	0.0	-12	0.1	-7

Continuation:
SMILES	FBW7 activator	MITF primary	GPR151 ag	TEAD-YAP block
COc1cc2c(cc1OC)n(CC(=O)NCc1ccccc1C)n1c(C)cc(=O)nc21	-0.2	-2	0.3	2
COCCNC(=O)C(Cc1ccccc1)NS(=O)(=O)c1ccc(Br)cc1 (centres undefined)	-0.1	9	2.0	-3
Cc1ccc(Br)cc1S(=O)(=O)N1CCCCCC1	0.1	-6	-1.5	0
COC(=O)c1c(NC(=O)COc2ccccc2)sc(C(N)=O)c1C	-0.1	-6	-0.6	4
CCOc1ccc(-c2noc(CCCC(=O)NC3CCCCC3)n2)cc1OC	0.0	-8	2.8	7
CC(C)c1ccc(OCC(=O)Nc2ccc(C(N)=O)cc2)c(Br)c1	0.8	12	-1.7	-10
CCOc1ccc(S(=O)(=O)N(CC(=O)Nc2ccc(S(=O)(=O)N3CCOCC3)cc2)c2ccccc2)cc1	0.1	0	-0.6	3
CC(C)[C@@H](CO)Nc1nc(-c2cccc(F)c2)cnc1N	0.0	5	1.5	4
Cc1c(Cl)cccc1NC(=O)CCNS(=O)(=O)c1cccc2nonc12	-0.1	-4	-0.6	1
N#Cc1ccc(-c2ccccc2)nc1SC1CC(=O)N(c2ccccc2)C1=O (centres undefined)	-0.1	-2	-1.5	-19
CCCCC(=O)Nc1ccc(C(=O)NCC2CCCO2)cc1 (centres undefined)	0.1	13	-1.0	-8
Cc1cc(/C=C2/NC(=O)NC2=O)c(C)n1-c1ccc(Br)cc1	0.1	19	-1.5	3
CCc1ccc2[nH]c(=O)c(CN(CCO)C(=O)Nc3ccc(F)cc3)cc2c1	0.0	-7	0.8	-3
COc1ccc(CC(c2nc3ccccc3[nH]2)C(C)c2nc3ccccc3[nH]2)cc1 (centres undefined)	0.3	16	-1.4	12
O=C(NCCCc1nc2ccccc2n1Cc1ccc(F)cc1)c1ccco1	0.2	10	-1.8	-3
COc1ccc(NC(=O)C2CCCN2S(=O)(=O)c2ccc(Cl)cc2)cc1 (centres undefined)	0.9	23	0.5	-16
O=C(NC(=S)NCc1ccco1)c1ccco1	0.9	9	-0.3	12
CCOc1ccc(-n2c(C)nnc2SCc2nc(-c3ccc(OC)cc3)no2)cc1	-0.1	1	1.0	5
Cc1nnc2n(C)c(=O)c3c4c(sc3n2c1=O)COC(C)(C)C4	-0.1	2	-0.4	5
O=C(NCCOc1ccccc1)c1ccnc(N2CCC(N3CCOCC3)CC2)c1	0.4	7	-0.9	-5
COc1ccc(OCC(=O)NC(=S)Nc2ccc(C(=O)O)c(Cl)c2)cc1	-0.1	-4	1.6	1
CCCCC(CC)CNC(=O)CCCCn1c(=O)[nH]c2ccsc2c1=O (centres undefined)	0.1	16	-0.2	4
Cc1cc([N+](=O)[O-])ccc1NC(=O)C(Cl)(Cl)Cl	0.0	5	0.2	12
COc1ccc(NC(=O)CCc2c(C)nc3cc(-c4ccccc4OC)nn3c2C)cc1	-0.1	-7	-0.1	-27
COc1ccc(OC)c(NC(=O)c2cc(S(=O)(=O)N3CCN(c4ccccc4OC)CC3)ccc2F)c1	0.7	-2	-0.7	-13
CC(=O)Nc1cccc(NC(=O)CSc2ncnc3c2cnn3-c2ccccc2)c1	0.1	2	0.3	-4
OCc1ccc(-c2cnc3ccc(NC4CCC(O)CC4)nn23)cc1 (centres undefined)	0.0	9	1.7	51*
COCCCNC(NC(=O)Cc1ccccc1)C(Cl)(Cl)Cl (centres undefined)	-0.1	0	-0.1	4
CCCCN(C)c1nnc(NC(=O)Nc2ccc(CC(=O)OCC)cc2)s1	0.1	7	-0.4	2

Single records, as listed above. Screens in order: FBW7 activator, MITF primary, GPR151 ag, TEAD-YAP block
COc1ccc(CC(c2nc3ccccc3[nH]2)C(C)c2nc3ccccc3[nH]2)cc1 (centres undefined) reads 0.3, 16, -1.4, 12
O=C(NCCCc1nc2ccccc2n1Cc1ccc(F)cc1)c1ccco1 reads 0.2, 10, -1.8, -3
Cc1c(Cl)cccc1NC(=O)CCNS(=O)(=O)c1cccc2nonc12 reads -0.1, -4, -0.6, 1
OCc1ccc(-c2cnc3ccc(NC4CCC(O)CC4)nn23)cc1 (centres undefined) reads 0.0, 9, 1.7, 51*

Outcome played no part in choosing rows, and some 3.4% of all compounds hit somewhere here.
